TDP2 inh – human TDP2 enzyme inhibitors, primary screen, biochemical, epi absorbance, recombinant enzyme; Tyrosyl-DNA phosphodiesterase 2 (Homo sapiens), O95551; T5PNP hydrolysis, p-nitrophenol absorbance 415 nm; inhibition, % at 12.8 µM; actives 0.34% (n = 370,000); AID 720702, 2013;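 active = inhibition above the mean of all tested compounds plus 3 SD, set per campaign, cut at about 25% in these data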;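 note: 0% = DMSO with enzyme and 100% = buffer with substrate but no TDP2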
Target sequence (O95551 whole entry, looked up): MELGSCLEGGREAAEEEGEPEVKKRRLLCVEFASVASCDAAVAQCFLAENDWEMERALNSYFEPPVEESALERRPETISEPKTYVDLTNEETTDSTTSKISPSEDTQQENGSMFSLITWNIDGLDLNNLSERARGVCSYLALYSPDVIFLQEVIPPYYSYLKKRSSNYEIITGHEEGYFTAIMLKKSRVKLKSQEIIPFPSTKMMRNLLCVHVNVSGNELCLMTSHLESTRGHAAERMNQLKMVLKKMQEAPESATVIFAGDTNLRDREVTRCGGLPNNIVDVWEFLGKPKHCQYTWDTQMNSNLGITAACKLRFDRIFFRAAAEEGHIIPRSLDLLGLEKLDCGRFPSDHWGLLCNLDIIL
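System: recombinant human TDP2 / Amount: 120 nM TDP2 per well / Also added: 5 mM T5PNP chromogenic substrate / Doses: 12.8 µM single point, 1% DMSO / Incubation: 2 h at 37 °C / Detection: p-Nitrophenol epi absorbance / Evaluation: % inhibition relative to enzyme-containing and enzyme-free wells / Repeats: singlicate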
rCAG RNA binder – binders of r(CAG) RNA repeats, primary screen, biochemical, fluorescence. inhibition, % at 3 µM. r(CAG) RNA repeat, TO-PRO-1 dye displacement fluorescence. actives 1.3% (n = 370,000);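 active = inhibition above the plate cutoff, the mean of all test compounds on that plate plus 3 SD, cut at about 35% in these data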;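 note: 0% = DMSO alone and 100% = 100 µM mitoxantrone as full dye displacement; higher means more dye released from RNA so lower well fluorescence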
PRMT1 FP inh – PRMT1 methyltransferase inhibitors, primary screen, biochemical, fluorescence polarization. AID 652257, 2013. actives 1.3% (n = 370,000). recombinant PRMT1, activity-based probe fluorescence polarization. inhibition, % at 2.79 µM;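 active = inhibition above about 21% made by adding two undisclosed values, limit read from the data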
GC-B act – human GC-B receptor activators, primary screen, HEK293 GC-B cells, cGMP TR-FRET, EC30 CNP | Atrial natriuretic peptide receptor 2 (Homo sapiens), P20594 | 0% at EC30 CNP, 100% saturating CNP | activation, % at 10 µM | actives 0.11% (n = 370,000);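 active = activation at 10 µM reaching about 35% in either raw or pattern-adjusted values, limit read from the data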
HTRA1 inh – HTRA1 serine protease inhibitors, primary screen, biochemical, fluorescence polarization, HTS | recombinant HTRA1, FP-rhodamine activity-based probe | actives 0.5% (n = 340,000) | inhibition, % at 5.96 µM | Q92743; in the data active = inhibition above about 36%;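 note: 0% = enzyme with DMSO and 100% = wells lacking enzyme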
MBD2 DNA inh – inhibitors of MBD2 binding to methylated DNA, primary screen, biochemical, TR-FRET, DNA-binding domain, human | Methyl-CpG-binding domain protein 2 (Homo sapiens), Q9UBB5 | MBD2 binding to methylated oligonucleotide | inhibition, % at 4.4 µM | actives 0.31% (n = 370,000); in the data active = inhibition above about 13%
Target sequence (Q9UBB5 whole entry, looked up, the tested form may be a part): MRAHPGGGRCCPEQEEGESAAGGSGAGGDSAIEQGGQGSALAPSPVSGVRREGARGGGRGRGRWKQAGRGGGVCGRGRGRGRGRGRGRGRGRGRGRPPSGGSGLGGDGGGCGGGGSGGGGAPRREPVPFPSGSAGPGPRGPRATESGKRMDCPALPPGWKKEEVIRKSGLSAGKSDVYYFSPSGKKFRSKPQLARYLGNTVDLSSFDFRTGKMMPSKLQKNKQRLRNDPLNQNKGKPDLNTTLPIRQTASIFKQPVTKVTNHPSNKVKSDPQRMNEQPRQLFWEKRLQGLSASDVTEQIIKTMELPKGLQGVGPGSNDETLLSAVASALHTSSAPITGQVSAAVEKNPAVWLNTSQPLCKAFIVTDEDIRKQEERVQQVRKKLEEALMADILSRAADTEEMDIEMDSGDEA
mABHD4 FP – ABHD4 inhibitors, primary screen, biochemical, fluorescence polarization, mouse; (Lyso)-N-acylphosphatidylethanolamine lipase (Mus musculus), Q8VD66; purified mABHD4, FP-Rh probe fluorescence polarization; inhibition, % at 8.92 µM; actives 0.54% (n = 370,000); AID 720543, 2013;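 active = inhibition exceeding the mean over every tested compound plus 3 SD, cut at about 30% in these data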;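 note: 0% = plate median of compound wells and 100% = S159A mutant with DMSO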
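Assay system: wild-type mouse ABHD4 protein; compound: single nominal dose of 8.92 µM, 0.89% DMSO final; schedule: 45 min + 60 min at 25 °C; measured by: FP readout, ex 525 nm / em 598 nm; evaluation: % inhibition of FP-Rh probe binding versus controls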
TCR CD3 inh – inhibitors of human TCR-CD3 interaction, primary screen, biochemical, fluorescence, TAMRA-labeled TCR probe; T-cell receptor (TCR); inhibition, % at 9.4 µM; actives 0.37% (n = 360,000); in the data active = inhibition above about 19%;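 note: recombinant mutant TCR 2C K166C tagged with TAMRA read by polarization; 0% = receptor in buffer alone and 100% = receptor with positive control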
SIAE inh – human SIAE inhibitors, primary screen, biochemical, fluorescence polarization, FP-Rh probe, 1536-well HTS; Sialate O-acetylesterase (Homo sapiens), Q9HAT2; actives 0.69% (n = 370,000); inhibition, % at 9.66 µM; SIAE FP-Rh probe binding;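 active = inhibition above a cutoff: mean of compounds within the control limits plus 3 SD of those, cut at about 17% in these data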;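 note: 0% = plate median of compound wells and 100% = probe without SIAE protein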
LEDGF integ inh – blockers of LEDGF/p75-dependent integrase strand transfer – biochemical, TR-FRET, high throughput, primary screen | HIV-1 integrase (with human LEDGF/p75) | TR-FRET IN-LEDGF/p75 DNA integration, Eu/Cy5 | inhibition, % at 3.7 µM | actives 0.64% (n = 370,000) | AID 743269, 2014;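 active = inhibition above the screen-wide mean plus 3 SD, cut at about 13% in these data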;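 note: signal is the Cy5 over europium emission ratio at 671 and 618 nm; 0% = plate median of compound wells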
* hit, by the source's call; . = not tested or not shown.

SMILES | HTRA1 inh | rCAG RNA binder | MBD2 DNA inh | PRMT1 FP inh | LEDGF integ inh | SIAE inh | TCR CD3 inh | mABHD4 FP | TDP2 inh | GC-B act
O=C(CSCc1nc2ccccc2[nH]1)N1CCN(c2cccc(Cl)c2)CC1 | 0 | -2 | 9 | 9 | -4 | -4 | -1 | -17 | -7 | -8
COc1ccc2oc(C(=O)OCC(=O)Nc3ccc(OC)c(S(N)(=O)=O)c3)c(C)c2c1 | -11 | 24 | -4 | -1 | 0 | -6 | 10 | -1 | 16 | -1
CC(C)(C)c1ccc(OCC(=O)NNC(=O)Nc2ccccc2)cc1 | 4 | -1 | -2 | -3 | -1 | 1 | -7 | 6 | 5 | 0
Cc1ccc(N(Cc2cc3ccc(C)cc3[nH]c2=O)S(=O)(=O)c2ccccc2)c(C)c1 | 2 | 2 | 3 | 0 | -3 | -2 | 1 | -5 | 2 | 6
NC1=NC2(CS1)CSC(N)=N2 | . | 0 | -3 | 5 | 1 | -1 | -4 | -4 | -2 | 2
CC(=NCc1cccc(Cl)c1)c1nc(-c2ccco2)oc1O | -5 | -4 | -4 | -1 | 3 | 21* | -5 | 1 | 4 | 0
Cc1nc2ccc(C(=O)N(C)Cc3ccccc3)cn2c1N(C)C(=O)CCc1ccccc1 | . | 4 | 5 | 5 | -5 | -3 | -9 | 3 | -7 | -1
COC(=O)CCC(=O)Nc1ccc(OC)cc1 | -6 | 1 | 2 | -1 | 2 | 8 | 3 | 0 | 14 | 1
CCc1ccc(/C=N/NC(=S)NCCc2ccccc2)cc1 | -4 | 0 | -4 | -1 | 1 | -2 | 7 | -3 | 7 | 1
O=C(COc1cccnc1[N+](=O)[O-])N1CCN(S(=O)(=O)c2ccccc2)CC1 | 4 | 1 | -10 | -4 | -2 | 15 | 10 | 2 | 4 | 5
O=C(c1ccc2oc(CCCc3ccccc3)nc2c1)N1CCCC1 | 1 | -6 | -2 | 3 | -6 | 2 | -5 | 5 | -7 | 0
CCN(CC(=O)Nc1ccc2c(c1)OCCO2)C(=O)c1ccc(C)c(S(=O)(=O)N2CCOCC2)c1 | -1 | 0 | 2 | -2 | 0 | -18 | 3 | -11 | -7 | 1
CC(Oc1ccc2ccccc2c1)C(=O)NNC(=O)Nc1ccccc1 (stereo unspecified) | -23 | 0 | 4 | 1 | -2 | -1 | -4 | -13 | -8 | 0
CCCCCc1nnc(NC(=O)CS(=O)(=O)Cc2ccccc2)s1 | -2 | 16 | -4 | -2 | -1 | 3 | 7 | 0 | -5 | 8
COc1ccccc1-c1noc(-c2ccccc2C(=O)Nc2cccnc2)n1 | 2 | 6 | -6 | -5 | 4 | 0 | 0 | -5 | -2 | 1
CCOC(=O)N1CCN(C(=O)C(CC(C)C)NS(=O)(=O)c2ccc3c(c2)oc(=O)n3C)CC1 (stereo unspecified) | -1 | -2 | 5 | -1 | 1 | 0 | -4 | -3 | -1 | -1
Cc1ccc(NS(=O)(=O)c2cccc(C(=O)NNC(=O)c3ccco3)c2)c(C)c1 | -1 | 6 | 2 | 0 | -2 | 2 | 6 | 0 | 6 | -1
CC(C)(C)c1ccc(C(=O)CCC(=O)OCC(=O)NCCc2ccc(S(N)(=O)=O)cc2)cc1 | 2 | 2 | 0 | -8 | 7 | 1 | 1 | -3 | -4 | 3
CS(=O)(=O)N(CC(=O)Nc1ccc(F)c(F)c1)c1cccc([N+](=O)[O-])c1 | -5 | 1 | -2 | -3 | -2 | -8 | 3 | 0 | 2 | -3
CC(=O)C[C@H](O)CC(=O)[C@H]1OC(=O)[C@H](C)CCCCc2ccccc21 | 4 | 4 | -1 | 0 | -1 | -1 | -1 | 6 | -6 | -4
Nc1nncn1C(=O)c1cccs1 | 17 | 3 | -1 | 0 | -1 | -1 | 14 | 4 | -15 | 4
OC(CN1CCCCC1)Cn1c(C(F)(F)F)nc2ccccc21 (stereo unspecified) | -2 | -2 | -5 | -3 | -1 | -1 | 5 | -1 | -10 | 2
CCC(C(=O)N1CCc2cc(OC)c(OC)cc2C1)c1ccccc1 (stereo unspecified) | -2 | -2 | -2 | 3 | -1 | -1 | -4 | 7 | -6 | 3
O=C(NCCCn1ccnc1)c1[nH]c(C(F)(F)F)nc1-c1ccccc1 | . | 2 | -3 | -7 | -2 | 1 | 3 | -4 | 4 | 2
COC(C(=O)N1CCC(CCC(=O)Nc2ccccc2)CC1)c1ccccc1 (stereo unspecified) | 3 | -8 | 15* | 7 | -3 | -1 | -7 | -9 | -16 | -3
COc1ccc(NC(=O)c2cccnc2N2CCOCC2)cc1 | 0 | 1 | 3 | 7 | -6 | -5 | -4 | 2 | -2 | 5
Cc1ccccc1/C=N/Nc1nc2ccccc2[nH]1 | 2 | 3 | -2 | 3 | -2 | 1 | -5 | 16 | -1 | -7
COc1ccc2nc(SCC(=O)Nc3ccc(S(=O)(=O)Nc4onc(C)c4C)cc3)[nH]c2c1 | -5 | 32 | 0 | 2 | 3 | 2 | 4 | 6 | 3 | -4
O=C(CSc1ccccc1)Nc1ccc(-c2nc3ccccc3[nH]2)cc1 | -12 | 1 | 9 | -1 | -3 | -9 | 9 | 4 | 3 | -1
COC(=O)c1sccc1NC(=O)CSc1ccccc1NS(=O)(=O)c1ccc(F)cc1 | -21 | 27 | -2 | 1 | 0 | -4 | -5 | -15 | -2 | 0
CSCCC(NC(=O)OC(C)(C)C)C(=O)NC(CC(C)C)C(N)=O (stereo unspecified) | 5 | -4 | 4 | 2 | 1 | 3 | 0 | 5 | 8 | 2
CC12CC3CC1C(C(=O)O2)C3C(=O)O (stereo unspecified) | 2 | 1 | 1 | 3 | -5 | -5 | -6 | 4 | -9 | 1
FC(F)(F)C1=CC(c2ccc(Br)cc2)=NCCN1 | -2 | -3 | 4 | 1 | -1 | 8 | 7 | 10 | -2 | -20
COCCCNC(=O)c1ccc2c(c1)NC(=O)C(C)(C)O2 | . | 3 | 2 | -2 | 0 | 2 | . | 2 | 7 | -7
CCN(CC)S(=O)(=O)c1cccc(C(=O)NC(C(=O)NCCc2ccccn2)C(C)C)c1 (stereo unspecified) | 2 | -1 | -7 | -3 | 6 | -2 | 0 | -8 | -12 | 4
O=S1(=O)C=C(N2CCOCC2)c2ccccc21 | 1 | 12 | 2 | 1 | 4 | -4 | -3 | -2 | 5 | -3
Cc1ccc(N/C=C/C(=O)c2cccs2)cc1C | . | 3 | 3 | 0 | -1 | 0 | 11 | -5 | 10 | -6
Cc1cc(OCCN2CCOCC2)ccc1Cl | 2 | -9 | 4 | 3 | 0 | 2 | -4 | 6 | 8 | -1
Cc1ccc(C)c(S(=O)(=O)/N=C(/Nc2ccccc2)c2ccccc2)c1 | -18 | 1 | -9 | -4 | 4 | -11 | 8 | -17 | -19 | -2
Cc1ccc(N(C(=O)c2ccco2)C(C(=O)NC2CCCC2)c2cccnc2)cc1C (stereo unspecified) | 2 | 1 | -2 | -2 | 2 | -4 | 1 | 0 | 16 | -1
Cc1cccn2c(CN3CCSCC3)c(C(=O)N3CCOCC3)nc12 | 3 | -6 | -4 | -2 | 1 | -2 | 10 | -1 | -1 | -2
CCN(CC)S(=O)(=O)c1ccc(N2CCOCC2)c(NC(=O)CNCCc2ccccc2)c1 | -11 | -6 | -3 | -1 | 3 | 1 | 3 | 12 | 10 | 3
O=C(COc1ccccc1Cl)N1CCN(c2ccc([N+](=O)[O-])c(N3CCCCC3)c2)CC1 | 3 | 0 | -3 | -2 | -6 | 1 | 5 | 0 | 4 | -2
CC(C)(C)c1ccc(C(=O)N2CCCC2)s1 | -2 | -4 | -5 | -4 | 4 | 0 | 2 | 7 | 2 | 0
Cn1cccc1CC(=O)N/N=C\c1ccccc1 | . | -2 | 3 | 3 | -1 | -5 | 2 | -5 | -10 | 1
COCCn1c(SCc2cc(=O)n3ccsc3n2)nnc1-c1ccncc1 | 1 | -1 | 1 | 0 | 1 | 7 | 4 | 9 | 6 | 3
COc1cc(NC(=O)c2cc([N+](=O)[O-])ccc2NC(=O)CNC2CCCCC2C)cc(OC)c1 (stereo unspecified) | -73 | 8 | 1 | 0 | -5 | -20 | 6 | -5 | -19 | -3
O=C(CCn1cccc1)NCc1ccc2c(c1)OCO2 | -6 | 6 | -3 | 1 | 0 | 5 | 2 | 3 | 13 | 0
O=C(CS(=O)(=O)c1ccc(Cl)cc1)NCc1ccccc1 | 2 | -1 | 1 | 0 | -3 | 4 | 6 | 1 | -4 | 2
Cc1cc(NC(=O)COC(=O)c2ccccc2[N+](=O)[O-])no1 | 0 | -3 | 6 | 6 | 2 | -9 | -4 | -14 | 0 | -6

Next structures:
SMILES | HTRA1 inh | rCAG RNA binder | MBD2 DNA inh | PRMT1 FP inh | LEDGF integ inh | SIAE inh | TCR CD3 inh | mABHD4 FP | TDP2 inh | GC-B act
O=C(CNCc1ccc(Cl)cc1)Nc1cc(S(=O)(=O)N2CCCC2)ccc1Cl | -22 | 7 | 0 | -5 | -1 | 8 | -3 | -7 | -3 | -1
CC1=C(C#N)C(NC(=O)C2CCCCC2)(C(F)(F)F)C(=O)N1 (stereo unspecified) | 10 | 2 | 4 | 0 | -3 | -3 | -7 | 0 | -4 | 6
O=C(Nc1nc2ccccc2s1)C1c2ccccc2Oc2ccccc21 | -102 | 15 | 0 | -1 | -5 | -134 | 2 | -95 | -2 | -1
Cc1ccc(-n2nnnc2SCC(=O)Nc2ncc(Cc3ccccc3Cl)s2)cc1 | -1 | 1 | 1 | 0 | -1 | 7 | 3 | 5 | 8 | 5
CC(C)c1ccc(-c2csc3ncnc(N4CCN(C)CC4)c23)cc1 | -5 | -13 | 2 | -3 | 5 | 9 | -1 | -3 | 13 | 1
CS(=O)(=O)Nc1ccccc1C(=O)Nc1cc2c(cc1C(=O)O)OCCCO2 | -2 | 25 | -1 | 2 | -4 | -17 | 5 | 2 | -4 | 1
CS(=O)(=O)N(CC(=O)N1CCN(c2ccccc2F)CC1)C1CCCCC1 | 5 | -10 | -6 | -3 | 0 | 1 | 1 | 0 | 4 | 3

Screening results as filed in PubChem.

The list is partial. The share of hits here may be higher or lower than overall.
